# GAA850 FXN act: activators of GAA850 frataxin (FXN) promoter; HEK293 lucGAA850 FXN promoter luciferase reporter, 24 h; percent of 10 µM SAHA response; activation, % at 6 µM; 0.56% of 360,000 active;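 active = activation above the average of all compounds screened plus 3 SD, cutoff fixed separately per campaign, cut at about 7.5% in these data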;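 note: 0% = DMSO wells and 100% = 10 µM SAHA wells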
# ARFGAP1 inhibitor: inhibits rat ARF GTPase activating protein 1; Q62848; inhibition, % at 16.5 µM; 0.26% of 360,000 active; Arfgap1-stimulated ARF1 GTP hydrolysis, GDP FP detection;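 active = inhibition above a per-plate limit, mean inhibition of low control wells plus 3 SD, cut at about 25% in these data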;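 note: 0% = DMSO wells with enzyme and 100% = wells lacking Arfgap1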
# Target sequence (Q62848 1-136 limits assumed): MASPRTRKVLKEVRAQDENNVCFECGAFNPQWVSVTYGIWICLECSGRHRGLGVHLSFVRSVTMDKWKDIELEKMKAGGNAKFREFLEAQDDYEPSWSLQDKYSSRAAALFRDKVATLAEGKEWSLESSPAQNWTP
#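 system = rat Arfgap1 catalytic domain, aa 1-136 | technique = FP, GDP Alexa 633 tracer displaced from anti-GDP antibody, 620/688 nm | compound = one concentration, 16.5 µM, DMSO 1.26% | medium = HEPES-based buffer, pH 7.5 | timing = compound-enzyme preincubation 20 min, reaction 120 min, detection 60 min, 25 °C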
# NPR2 activator: GC-B (human) receptor activation; P20594; HEK293-GC-B cells, CNP EC30, cGMP TR-FRET; 0% at EC30 CNP, 100% saturating CNP; activation, % at 10 µM; 0.11% of 370,000 active;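 active = activation at 10 µM reaching about 35% in either raw or pattern-adjusted values, limit read from the data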
# rCAG binder: molecules binding r(CAG) RNA repeats | r(CAG) RNA repeat, TO-PRO-1 dye displacement fluorescence | inhibition, % at 3 µM | 1.3% of 370,000 active;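 active = inhibition above the plate cutoff, the mean of all test compounds on that plate plus 3 SD, cut at about 35% in these data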;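 note: 0% = DMSO alone and 100% = 100 µM mitoxantrone as full dye displacement; higher means more dye released from RNA so lower well fluorescence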
# DDE Tn6 FP inh: inhibitors of Tn6 peptide binding to human fibrin DD(E); P02675; Fibrin DD(E) TRITC-Tn6 fluorescence polarization displacement; inhibition, % at 8.3 µM; 0.21% of 370,000 active; AID 720509;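 active = inhibition above a per-campaign cutoff: mean of compounds within control limits plus 3 SD, cut at about 15% in these data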;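 note: 0% = median of all compound wells on the plate and 100% = blocking peptide control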
# ASAP1 GAP inh: inhibitors of human ASAP1 ArfGAP activity | 0.19% of 360,000 active | inhibition, % at 16.5 µM | ASAP1-stimulated ARF1 GTP hydrolysis, GDP FP detection | Q9ULH1; in the data active = inhibition above about 25%;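 note: 0% = vehicle with enzyme and substrate and 100% = no enzyme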
# Target sequence (Q9ULH1 325-724 limits assumed): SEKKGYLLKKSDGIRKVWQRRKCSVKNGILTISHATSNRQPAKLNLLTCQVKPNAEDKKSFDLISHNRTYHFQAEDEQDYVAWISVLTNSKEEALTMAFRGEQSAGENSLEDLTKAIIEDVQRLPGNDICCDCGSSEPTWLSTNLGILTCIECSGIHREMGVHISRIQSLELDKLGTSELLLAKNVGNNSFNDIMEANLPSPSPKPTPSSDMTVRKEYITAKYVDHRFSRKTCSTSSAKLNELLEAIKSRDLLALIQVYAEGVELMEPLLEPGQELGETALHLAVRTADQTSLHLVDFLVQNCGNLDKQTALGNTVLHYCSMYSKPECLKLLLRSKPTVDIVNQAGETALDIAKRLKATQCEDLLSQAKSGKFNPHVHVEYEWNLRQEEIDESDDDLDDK
# HGIII-sPLA2 inh: Blocks human group III sPLA2 activity; inhibition, % at 12.2 µM; QFRET BODIPY PC-A2 liposome hydrolysis, fluorescence; AID 743126; Q9NZ20; 0.56% of 370,000 active;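 active = inhibition above mean plus 3 SD of compounds lying within the high and low control bounds, cut at about 19% in these data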;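 note: 0% = median of test compound wells and 100% = no enzyme DMSO wells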
# ADAM10 inh: inhibitors of human ADAM10. O14672. recombinant ADAM10, EDANS/DABCYL FRET peptide cleavage, 3 h. inhibition, % at 7 µM. 0.62% of 370,000 active;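 active = inhibition above a per-campaign cutoff equal to the mean of compounds falling between control-based bounds plus 3 SD, cut at about 20% in these data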;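 note: 0% = DMSO wells while the 100% control is not disclosed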
# Target sequence (O14672 214-748 limits assumed): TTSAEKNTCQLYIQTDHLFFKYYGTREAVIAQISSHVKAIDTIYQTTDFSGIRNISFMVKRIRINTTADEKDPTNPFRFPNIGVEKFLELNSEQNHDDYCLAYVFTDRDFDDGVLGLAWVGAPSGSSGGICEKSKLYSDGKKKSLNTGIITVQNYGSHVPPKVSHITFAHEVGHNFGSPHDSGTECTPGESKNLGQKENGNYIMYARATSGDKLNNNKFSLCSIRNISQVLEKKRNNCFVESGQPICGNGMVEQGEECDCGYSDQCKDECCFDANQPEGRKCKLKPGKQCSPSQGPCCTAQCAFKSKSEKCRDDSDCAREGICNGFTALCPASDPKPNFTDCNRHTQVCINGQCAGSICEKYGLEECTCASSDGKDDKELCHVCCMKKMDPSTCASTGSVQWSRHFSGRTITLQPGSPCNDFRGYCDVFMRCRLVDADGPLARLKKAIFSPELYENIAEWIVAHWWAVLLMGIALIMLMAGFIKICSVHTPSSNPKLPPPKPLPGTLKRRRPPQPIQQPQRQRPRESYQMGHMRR
# proKLK7 act: activators of human kallikrein-7 zymogen; 0.9% of 370,000 active; AID 652039; purified proKLK7, EDANS-DABCYL substrate fluorescence; 100% is mature enzyme control, 0% vehicle; activation, % at 7 µM; P49862;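 active = activation above the mean of all tested compounds plus 3 SD, computed per campaign excluding outliers beyond control limits, cut at about 13% in these data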
# GC-A act: GC-A (human) enzyme activation | P16066 | HEK293 GC-A cells, cGMP TR-FRET, EC30 ANP; 0% at EC30 ANP, 100% saturating ANP | activation, % at 10 µM | 0.14% of 370,000 active | AID 1671463; in the data active = activation above about 40%
# The depositor's hits bear a star; i = inactive; x = not tested or not shown.
SMILES,GAA850 FXN act,ARFGAP1 inhibitor,NPR2 activator,rCAG binder,DDE Tn6 FP inh,ASAP1 GAP inh,HGIII-sPLA2 inh,ADAM10 inh,proKLK7 act,GC-A act
COc1ccc(CC(NC(C)=O)C(=O)NC2CCN(S(=O)(=O)c3ccccc3)CC2)c(OC)c1 (stereo not drawn),0.0,2.0,-1.6,-2.8,-1.6,-0.8,0.0,3.4,-0.2,4.5
COC(=O)c1cccc(NC(=S)Nc2ccccc2Cl)c1,-1.9,-8.3,0.2,0.1,-0.8,-4.1,-0.2,-1.2,-0.1,1.3
C/C(=N\NC(=O)c1cccc(Cl)c1)C1C(=O)c2ccccc2C1=O,5.1,-1.2,1.0,29.9,7.0,6.2,7.2,12.8,-1.2,5.0
Cc1ccc(C(=O)Nc2ccc3ncccc3c2)cc1,-3.6,-2.3,-0.8,0.7,3.4,-19.4,-0.5,-5.6,-0.8,-0.4
Cc1cccc2cc(C#N)c(NCCNC(=O)c3ccccc3)nc12,0.8,2.8,-0.2,4.9,8.3,3.4,10.3,i,5.8,6.5
CN(CC(=O)Nc1ccc(Cl)c(C(F)(F)F)c1)C(=O)CCN1C(=O)C2CCCCC2C1=O (stereo not drawn),1.4,5.2,-1.7,-3.2,-2.1,1.0,8.3,-11.1,0.9,-0.8
CCOC(=O)Cc1csc(NC(=O)COC(=O)/C=C/c2ccc(OC)cc2)n1,0.8,1.2,-3.0,0.2,-1.2,-2.8,1.5,-18.6,0.2,-0.8
Cc1cccc(N2CN=C3SCC(=O)N3C2)c1,0.4,9.8,-3.3,-1.3,-2.1,8.3,0.7,-1.4,0.6,3.5
Cc1ccc(C)c(OCCC(=O)Nc2cccc(S(=O)(=O)N3CCCCC3)c2)c1,0.1,-0.2,0.8,0.8,2.0,4.2,-39.2,18.4,0.6,1.8
COCCCN1C(=O)C(=O)/C(=C(/O)c2ccc(OC(C)C)cc2)C1c1ccncc1 (stereo not drawn),1.7,7.5,-0.4,1.6,0.0,1.7,0.0,-2.5,-0.3,5.6
Cc1ccc(OCC(=O)Nc2cccc(S(=O)(=O)N3CCOCC3)c2)c([N+](=O)[O-])n1,2.1,-2.9,-0.5,3.1,2.1,1.8,0.2,13.6,-0.6,-3.0
Cc1ccccc1NC(=O)Cc1nc(COC(=O)c2ccc(O)cc2O)cs1,0.4,7.1,-0.1,5.8,3.4,7.8,-55.8,-3.1,-0.2,0.1
CCc1cccc(C)c1N1C(=O)CN(Cc2ccccc2)C1=S,-1.1,3.7,-1.9,1.9,-2.8,11.7,-94.6,6.5,0.4,-3.3
COc1ccc(Cl)cc1NC(=O)CSc1nc(N2CCOCC2)nc(N2CCOCC2)n1,2.0,-4.4,-6.9,-4.3,-0.9,-2.0,-0.2,2.9,0.0,-26.9
O=C(NNc1ccc(F)cc1)c1c(F)cccc1Cl,-0.6,7.0,-0.1,0.8,-1.2,0.2,-3.5,-2.7,-0.2,2.0
COc1ccccc1NS(=O)(=O)c1cc(NC(=O)Cc2n[nH]c(=O)c3ccccc23)ccc1Cl,-2.8,-15.1,-0.3,18.1,-2.0,-11.7,-20.4,-4.9,0.1,-6.6
CCc1ccccc1NC(=O)CN1CCN(CC(=O)Nc2cc(C)ccc2OC)CC1,0.6,1.4,0.4,-8.4,6.2,-9.6,1.9,7.8,0.0,0.1
CCc1cc(C(=O)NCC(c2ccco2)N2CCCCC2)sc1C (stereo not drawn),-2.0,15.9,6.1,3.0,-13.7,7.8,-4.9,-10.4,0.4,0.3
Nc1nc(N(Cc2ccccc2)Cc2ccccc2)nc(C(F)(F)F)n1,3.2,-8.0,3.0,0.1,2.2,19.3,-7.8,16.9,-0.8,-5.6
Cc1cnc(C(=O)OCC(=O)Nc2cc(-c3cc(C)c(C)cc3C)nn2-c2ccccc2)cn1,0.9,9.6,-5.0,2.5,0.6,-3.5,-5.8,-2.7,-0.1,-2.2
C[C@H](CCCCC1(C)OCCO1)CCC(=O)N(c1ccccc1)c1ccccc1,x,x,-6.8,0.7,5.0,x,-3.6,3.6,0.6,-8.8
Cc1[nH]c(=O)[nH]c(=O)c1S(=O)(=O)Nc1cccc(C(F)(F)F)c1,0.8,-7.3,5.2,2.5,2.8,1.6,-0.2,-4.6,0.2,7.0
O=C(NC1CCN(C(=O)Nc2ccc(F)cc2)CC1)c1cccc(F)c1,1.6,-7.9,1.6,0.7,4.0,-8.6,7.4,-10.5,0.2,3.8
CC1Cc2cccc3c(O)c(C(=O)c4nn[nH]n4)c(=O)n1c23 (stereo not drawn),1.1,-1.9,2.6,-1.6,-0.8,7.8,16.7,-4.9,-0.8,5.4
CC(C)(C)C(=O)O/N=C1/C(=O)N(c2ccccc2)c2ccccc21,0.3,-6.9,-7.4,-0.2,-3.9,-3.1,-50.4,3.2,0.4,-2.2

# Limited to GC-A act and HGIII-sPLA2 inh, for 2 of the compounds above:
molecule,GC-A act,HGIII-sPLA2 inh
COc1ccc(CC(NC(C)=O)C(=O)NC2CCN(S(=O)(=O)c3ccccc3)CC2)c(OC)c1 (stereo not drawn),4.5,0.0
COC(=O)c1cccc(NC(=S)Nc2ccccc2Cl)c1,1.3,-0.2

# Back to the main list, starting 2 compounds before the break.
SMILES,GAA850 FXN act,ARFGAP1 inhibitor,NPR2 activator,rCAG binder,DDE Tn6 FP inh,ASAP1 GAP inh,HGIII-sPLA2 inh,ADAM10 inh,proKLK7 act,GC-A act
CC1Cc2cccc3c(O)c(C(=O)c4nn[nH]n4)c(=O)n1c23 (stereo not drawn),1.1,-1.9,2.6,-1.6,-0.8,7.8,16.7,-4.9,-0.8,5.4
CC(C)(C)C(=O)O/N=C1/C(=O)N(c2ccccc2)c2ccccc21,0.3,-6.9,-7.4,-0.2,-3.9,-3.1,-50.4,3.2,0.4,-2.2
COc1ccccc1CCNC(=O)CCn1nc(C)c2c(C)n(-c3ccccc3)nc2c1=O,-1.1,0.9,-5.2,-5.9,-2.6,3.5,-2.4,-11.5,0.8,-13.1
COc1cccc(OC)c1C(=O)OCC(=O)N(c1ccccc1)C1CCCCC1,-0.5,4.5,0.3,-2.6,-5.0,3.3,9.7,-4.8,0.1,-2.5
CC1(c2ccccc2Cl)NC(=O)N(CC(=O)N2c3ccccc3NC(=O)C2(C)C)C1=O (stereo not drawn),-0.7,6.5,0.7,8.9,6.5,3.4,2.0,-6.4,-0.8,-4.5
COc1ccc(CCNC(=O)c2nnn(CC(=O)Nc3ccccc3C)c2N)cc1OC,1.4,-2.1,-1.4,1.3,8.8,-7.0,-5.5,0.6,-0.1,2.9
COc1ccccc1N1C(=O)C2C(c3ccc(F)cc3)NN(C(=O)c3ccc(C)cc3)C2C1=O (stereo not drawn),1.2,-12.3,6.5,2.5,-1.9,3.5,-13.3,3.4,0.5,-2.9
Nc1nc2ccccc2nc1N1CCCC1,1.5,-2.1,-2.5,-2.0,2.9,5.1,7.8,-19.3,-0.7,-3.9
Cc1nc2ccc(S(=O)(=O)NC(C(=O)N3CCCCCC3)C(C)C)cc2s1 (stereo not drawn),-0.6,-0.1,-4.2,-1.3,3.0,7.1,14.7,-3.9,-0.2,0.3
Cc1cccc(/C=C2\Sc3ccc(C(=O)NCC4CCCO4)cc3N(C)C2=O)c1 (stereo not drawn),2.3,6.5,1.9,1.6,-5.1,0.0,-11.4,5.8,-1.3,10.3
O=C(Nn1c(SCc2ccccc2F)nc2ccsc2c1=O)c1ccccc1,-0.8,3.6,2.9,19.7,7.8,-5.0,-19.1,8.2,0.2,-1.4
Cc1ccc(Cl)cc1N1CCN(S(=O)(=O)c2ccc3c(c2)CC(=O)N3C)CC1,-0.4,-5.7,2.3,11.7,1.3,2.5,-36.5,8.5,0.0,-1.9
CC1=C(C(=O)N(C(C)C)C(C)C)CC(CC(=O)NCCCN(C)C)C(=O)N1Cc1ccc(C(C)(C)C)cc1 (stereo not drawn),x,6.6,0.9,3.0,-0.7,-8.8,-19.9,3.5,-0.2,0.4
C[C@H](NC(=O)c1ccc2ccccc2c1)C(=O)N1CCC2(CC1)NCCc1[nH]cnc12,0.9,-7.7,0.9,0.0,-0.4,-1.0,-3.2,-19.1,0.4,3.9
COc1cccc(NC(=O)CN(C)C(=O)c2c(C)nn(-c3ccccc3)c2Cl)c1,1.9,1.9,9.6,2.1,-0.1,8.6,-2.4,-8.9,-0.4,-1.8
C=CCNc1cccc2c1S(=O)(=O)N[C@H](CC(C)C)CO2,x,-2.1,1.7,0.6,4.9,0.5,4.7,-5.7,-0.3,1.5
CCOc1ccc(NC(=O)CN(C)C(=O)CC2OC(=O)c3ccccc32)cc1OCC (stereo not drawn),-0.2,2.5,-3.6,-4.1,-0.7,-5.1,1.6,-2.1,-0.4,1.7
Cc1ccnc(N2CCCC(C(=O)Nc3ccc(C)c(C)c3)C2)n1 (stereo not drawn),-0.6,-4.2,6.1,-4.0,4.2,-12.4,11.0,-5.7,0.0,-2.9
COc1ccccc1NC(=O)c1ccc(NC(=O)COC(=O)C(C)C)cc1,-1.2,9.7,4.9,1.9,-1.5,5.5,2.2,1.0,0.6,-1.6
O=C(NCCCN1CCCC1=O)c1cc(S(=O)(=O)N2CCOCC2)ccc1Cl,0.2,3.4,2.4,-0.9,-4.0,-3.6,-2.3,-6.1,1.3,0.3
CCN(CC)S(=O)(=O)c1ccc(N2CCN(C)CC2)c(NC(=O)Nc2ccc(C)cc2)c1,-0.2,14.9,-3.0,-0.8,-10.0,11.4,-25.8,3.5,-0.4,-7.3
CC(=O)Nc1ccc(C(=O)N(C2=NC(C)CS2)c2ccc(Cl)cc2)cc1 (stereo not drawn),1.2,1.4,-3.4,-0.8,14.3,13.5,-3.7,2.5,0.1,0.1
CCC(=O)Nc1nn(CC(C)C)c2nc3ccc(C)cc3cc12,-1.2,-6.0,-3.5,-2.8,7.2,-3.7,1.9,-9.3,-0.3,3.4
CCCCN1CC(=O)N2[C@H]3c4cc(Br)ccc4OC[C@@H]3[C@H](C(=O)OCC)[C@]2(C)C1=O,-3.1,-6.8,-3.7,-6.9,0.8,6.2,0.0,-1.3,-0.1,-2.8
N#Cc1c(-c2ccc(F)cc2)c2c([nH]c1=O)-c1ccccc1OC2,0.8,-2.3,-4.8,4.0,-3.5,-7.3,2.0,i,11.7,1.9
Cc1ccc(C(=O)NCCCN2CCOCC2)cc1,3.0,8.9,6.1,0.7,11.4,-5.4,5.1,1.2,0.4,0.2
Cc1ccc(CNc2oc(-c3ccco3)nc2C#N)cc1,0.2,-9.3,9.6,-1.5,3.6,2.8,2.0,-183.2,1.0,10.5
CC1CN(S(=O)(=O)c2cccc(C(=O)NCCc3ccc(S(N)(=O)=O)cc3)c2)CC(C)O1 (stereo not drawn),-0.8,11.4,-0.7,4.5,-3.1,-3.8,-5.7,-2.4,0.2,3.9
CCCCCCCN1C(N(C)C)=NC[C@@H]1Cc1ccccc1,-0.6,-1.5,-8.8,3.2,3.7,7.7,-22.6,3.1,0.2,-7.2
O=C(O)CCc1nc2cc(Cl)ccc2n(Cc2ccccc2)c1=O,-0.7,8.9,-0.6,2.6,-1.8,-1.2,-2.2,-46.9,0.8,-1.9
CCOc1ccc2nc(SCC(=O)c3ccccc3)sc2c1,3.1,1.5,-6.5,0.5,5.1,8.0,-47.6,-9.2,-0.4,-0.1
